# Screens: PubChem BioAssay, several laboratories
# TLR9-MyD88 inh – blocks human TLR9 binding to MyD88 | inhibition, % at 4.98 µM | CHO BLA complementation TLR9-MyD88, CCF4 FRET ratio | hit rate 0.21% among 340,000 | AID 504734;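 active = inhibition above the mean over all tested compounds plus 3 SD, cut at about 21% in these data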;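 note: 0% = DMSO only wells and 100% = clavulanate BLA inhibitor control wells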
# NCOA1 inh – inhibitors of human steroid receptor coactivator 1 (SRC1). Q15788. HEK293 GAL4-SRC1 luciferase reporter, luminescence. inhibition, % at 3.6 µM. hit rate 0.12% among 360,000. AID 588354;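 active = inhibition above the campaign mean plus 3 SD, with each screening campaign given its own cutoff, cut at about 60% in these data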;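 note: 0% = DMSO treated cells and 100% = gossypol at 36 µM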
# Granule exo inh – blocks lytic granule exocytosis. TALL-104 LAMP-1 surface exposure, flow cytometry; cells stimulated with thapsigargin and PMA. inhibition, % at 10 µM. hit rate 0.66% among 360,000. AID 651702;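 active = inhibition above about 55%, limit read from the data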
# TWEAK Fn14 block – blocks TWEAK-Fn14 interaction in a reporter cell assay; TWEAK-stimulated Fn14 reporter cells, luciferase luminescence, 8 h; inhibition, % at 10 µM; hit rate 2% among 360,000; AID 1159606; in the data active = inhibition above about 50%
# NR2F2 inh – NR2F2 (human) inhibition, primary screen. P24468. HEK293T NGFI-A luciferase reporter, luminescence. inhibition, % at 8.6 µM. hit rate 0.7% among 370,000;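 active = inhibition above a per-plate cutoff, mean inhibition of test wells between control levels plus 3 SD, cut at about 38% in these data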;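 note: cells cotransfected with COUP-TFII expression vector driving the NGFI-A reporter; 0% = median of COUP-TF2 test wells and 100% = reporter-only cells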
# SRC3 inh – human NCOA3 inhibition; Q9Y6Q9; HEK293 GAL4-SRC3 luciferase reporter, luminescence; inhibition, % at 3.6 µM; hit rate 0.17% among 360,000; AID 588352;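 active = inhibition above a per-campaign cutoff, the mean of all compounds plus 3 SD, cut at about 60% in these data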;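 note: 0% = DMSO-treated cells and 100% = gossypol-treated cells at 36 µM; higher means less SRC3-driven luciferase light from the GAL4 reporter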
# Target sequence (Q9Y6Q9 whole entry, looked up, the tested form may be a part): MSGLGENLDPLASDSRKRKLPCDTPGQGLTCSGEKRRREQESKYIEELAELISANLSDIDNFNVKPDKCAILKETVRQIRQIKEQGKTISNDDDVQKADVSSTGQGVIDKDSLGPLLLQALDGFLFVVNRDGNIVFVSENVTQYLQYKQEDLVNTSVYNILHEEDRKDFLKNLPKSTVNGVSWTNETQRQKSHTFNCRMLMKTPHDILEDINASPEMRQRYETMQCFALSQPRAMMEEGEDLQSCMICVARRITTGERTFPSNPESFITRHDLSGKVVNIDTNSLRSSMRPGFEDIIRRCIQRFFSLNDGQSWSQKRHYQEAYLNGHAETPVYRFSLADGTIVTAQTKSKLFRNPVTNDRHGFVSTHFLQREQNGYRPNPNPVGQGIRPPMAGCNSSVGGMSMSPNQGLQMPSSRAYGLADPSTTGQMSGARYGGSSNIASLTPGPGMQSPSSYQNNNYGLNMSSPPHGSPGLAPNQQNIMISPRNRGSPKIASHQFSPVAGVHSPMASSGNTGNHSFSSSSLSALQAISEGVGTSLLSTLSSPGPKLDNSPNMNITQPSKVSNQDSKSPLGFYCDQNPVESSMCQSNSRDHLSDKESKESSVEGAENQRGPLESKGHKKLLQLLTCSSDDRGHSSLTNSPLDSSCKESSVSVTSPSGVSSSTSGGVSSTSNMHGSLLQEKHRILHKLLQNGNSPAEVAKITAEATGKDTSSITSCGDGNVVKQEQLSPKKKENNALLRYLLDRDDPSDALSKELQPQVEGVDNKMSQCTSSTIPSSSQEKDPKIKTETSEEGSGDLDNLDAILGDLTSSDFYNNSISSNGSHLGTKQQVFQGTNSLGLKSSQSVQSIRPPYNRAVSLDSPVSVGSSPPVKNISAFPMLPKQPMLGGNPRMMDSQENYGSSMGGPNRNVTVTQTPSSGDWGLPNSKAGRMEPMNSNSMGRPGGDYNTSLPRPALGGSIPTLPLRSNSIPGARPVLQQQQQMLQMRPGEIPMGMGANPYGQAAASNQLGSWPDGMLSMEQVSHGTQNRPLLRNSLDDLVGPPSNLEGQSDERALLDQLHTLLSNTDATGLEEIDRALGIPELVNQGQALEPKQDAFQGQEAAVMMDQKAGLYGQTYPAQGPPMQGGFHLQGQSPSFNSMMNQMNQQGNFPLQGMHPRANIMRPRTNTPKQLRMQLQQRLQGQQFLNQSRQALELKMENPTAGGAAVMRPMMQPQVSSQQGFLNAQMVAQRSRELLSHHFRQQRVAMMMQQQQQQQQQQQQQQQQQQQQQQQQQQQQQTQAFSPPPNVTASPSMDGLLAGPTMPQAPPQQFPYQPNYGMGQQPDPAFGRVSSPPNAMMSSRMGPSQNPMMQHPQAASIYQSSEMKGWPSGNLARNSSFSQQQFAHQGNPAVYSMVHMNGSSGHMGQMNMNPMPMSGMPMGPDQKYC
# TROY signal inh – TROY signaling inhibition. Q293 LMP1-TROYcd NF-kB luciferase reporter, 4 h. inhibition, % at 10 µM. hit rate 0.98% among 360,000. AID 1347056;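 active = compounds whose plate-normalised and pattern-corrected inhibition of the luciferase reporter signal at the single screening dose is 50% or more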
# LRH-1 inv ag – suppresses constitutive activity of human LRH-1; HEK293T StAR-luciferase reporter, LRH-1 transfected, 24 h; hit rate 0.13% among 360,000; inhibition, % at 3.6 µM; O00482;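 active = inhibition above the mean inhibition of all tested compounds plus 3 SD, cut at about 73% in these data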;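 note: 0% = DMSO wells and 100% = reporter-only cells lacking LRH-1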
# SRC2 inh – human SRC2 (NCOA2) inhibition. Q15596. HEK293 GAL4-SRC2 luciferase reporter, luminescence. inhibition, % at 9 µM. hit rate 0.17% among 370,000. AID 651957;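 active = inhibition above the mean inhibition of all tested compounds plus 3 SD, set per campaign, cut at about 52% in these data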;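 note: 0% = DMSO treated cells and 100% = cells given Gossypol at 36 µM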
# ABHD5-PLIN5 inh – blocks binding of human ABHD5 to perilipin-5 | AID 602281 | Q00G26+Q8WTS1 | inhibition, % at 4 µM | hit rate 0.78% among 360,000 | Split G. princeps luciferase complementation, luminescence, 4 h;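 active = inhibition above the mean inhibition across every tested compound plus 3 SD, cut at about 22% in these data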;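 note: 0% = DMSO only wells and the 100% control is not disclosed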
# NOD2-RIPK2 inh – blocks binding of human NOD2 to RIPK2; O43353; CHO BLA complementation NOD2-RIPK2, CCF4 ratio; inhibition, % at 4.98 µM; hit rate 0.38% among 360,000; in the data active = inhibition above about 21%;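 note: 0% = vehicle only and 100% = reference blocker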
# An asterisk follows results filed as active; . = no result given.
SMILES,TLR9-MyD88 inh,NCOA1 inh,Granule exo inh,TWEAK Fn14 block,NR2F2 inh,SRC3 inh,TROY signal inh,LRH-1 inv ag,SRC2 inh,ABHD5-PLIN5 inh,NOD2-RIPK2 inh
CCNc1ccc(C(=O)OCC(=O)NC(C)c2ccccc2)cc1[N+](=O)[O-] (stereo not given),-1,4,1,-15,16,-4,8,0,0,3,4
O=C(N/N=C/c1cccc(Oc2ccccc2)c1)c1cccc(Br)c1,-112,-15,-9,22,-19,-1,-20,2,-39,-2,5
COc1ccc(CNC(=O)C2CCCN2S(=O)(=O)c2ccc(S(=O)(=O)N(C)C)cc2)cc1 (stereo not given),-9,-34,0,1,0,10,-1,-15,3,-7,8
Nc1cc2c(cc1Br)-c1ccc(F)cc1C2=O,-5,-13,-2,-2,-14,-25,-15,1,-44,0,-6
CC(C)CC(=O)Nc1ccc2c(c1)oc1ccccc12,-2,-105,-1,-19,-33,-87,-104,-188,-106,2,-2
CC1=C(C(=O)N(C)C)CC(CC(=O)NC2CC2)C(=O)N1CCC1=CCCCC1 (stereo not given),-4,-5,-2,-9,-2,-10,-22,-9,7,4,0
CCOC1OC2C(CO)OC(n3cnc4c(N)ncnc43)C2O1 (stereo not given),-4,-18,2,-63,5,-9,15,4,-17,-7,4
Cc1c(C)c(C)c(S(=O)(=O)n2[nH]c(=O)c(CCO)c2C)c(C)c1C,8,2,-2,-12,7,5,-1,-3,13,0,-2
CC(C)(C)c1ccc(OCC(O)CNC(=O)c2ccccc2C(=O)O)cc1 (stereo not given),2,-32,-2,-12,1,-14,-39,7,-52,7,-1
CC(=O)N1CN(C2CC(C)(C)NC(C)(C)C2)Cc2c1sc1c2CCCC1,-2,-5,-3,6,-11,1,-6,6,-9,6,-9
Cn1cccc1C(=O)NC(=O)COC(=O)c1cc(S(=O)(=O)N2CCCCC2)ccc1Cl,.,-6,-2,6,10,3,1,5,4,2,-5
CC(CC(=O)N1CCN(c2ccccc2)CC1)c1ccccc1 (stereo not given),5,-1,-7,-6,6,8,-4,0,1,4,-3
O=C(O)C/C(=C\c1cc(Cl)c2c(c1)OCO2)c1nc2ccccc2s1,2,-8,-4,19,-27,7,28,-3,-18,-8,9
Cc1ccccc1C(=O)Nc1cccc(NC(=O)c2ccc(F)cc2)c1,11,3,-12,-10,-8,4,15,8,-13,0,-10
O=C(CCCCn1c(=O)[nH]c2ccccc2c1=O)N1CCN(c2ncccn2)CC1,-3,-21,11,-5,9,6,-8,0,-5,12,4
O=C(Nc1ccccc1Cl)c1ccc(Cl)cc1Cl,0,-27,1,-14,1,-31,-62,-63,-54,-3,-11
COc1ccc(CN2C(=O)[C@@H]3Cc4c([nH]c5ccccc45)C(C)(C)N3C2=O)cc1,-1,-1,3,29,1,-8,32,9,5,1,1
O=C(Cc1cc(C(F)(F)F)cc(C(F)(F)F)c1)Nc1c(-c2ccccc2)[nH][nH]c1=O,.,.,6,.,18,.,.,-1,-5,-35,-17
CCC(=O)c1cn(CC(=O)Nc2ccc(F)cc2)c2ccccc12,3,-6,-1,-10,9,3,3,-14,-30,-4,-6
Nc1nc2c(ncn2[C@@H]2O[C@H](CNCc3ccc(F)c(N4CCOCC4)c3)[C@@H](O)[C@H]2O)c(=O)[nH]1,.,-8,1,-3,-2,-19,-5,-4,-11,1,8
CC1=C(C(=O)N2CCCCCC2)CC(CC(=O)NCCc2ccccn2)C(=O)N1Cc1ccccc1 (stereo not given),.,0,0,6,7,3,-14,-12,1,1,-16
CCOc1ccc(OCCCCOc2ccccc2C(C)=O)cc1,3,3,22,-6,-3,-18,6,-9,11,-4,-5
CC(C)c1ccc2[nH]c(O)c(N=NC(=O)c3cccc(S(=O)(=O)Nc4ccc(Cl)cc4)c3)c2c1,1,-2,2,-37,5,17,-13,2,2,1,-4
O=C(CN1CCC(c2nc3ccccc3s2)CC1)NCc1cccs1,0,12,0,21,53*,17,8,28,6,4,3

# Compounds from the list above that have a COOH group (two):
SMILES,TLR9-MyD88 inh,NCOA1 inh,Granule exo inh,TWEAK Fn14 block,NR2F2 inh,SRC3 inh,TROY signal inh,LRH-1 inv ag,SRC2 inh,ABHD5-PLIN5 inh,NOD2-RIPK2 inh
CC(C)(C)c1ccc(OCC(O)CNC(=O)c2ccccc2C(=O)O)cc1 (stereo not given),2,-32,-2,-12,1,-14,-39,7,-52,7,-1
O=C(O)C/C(=C\c1cc(Cl)c2c(c1)OCO2)c1nc2ccccc2s1,2,-8,-4,19,-27,7,28,-3,-18,-8,9

# (continued)
SMILES,TLR9-MyD88 inh,NCOA1 inh,Granule exo inh,TWEAK Fn14 block,NR2F2 inh,SRC3 inh,TROY signal inh,LRH-1 inv ag,SRC2 inh,ABHD5-PLIN5 inh,NOD2-RIPK2 inh
Cc1ccc(/C=N/NC(=O)C(C)NC(=O)c2ccccc2)cc1 (stereo not given),5,18,-4,5,-11,14,-9,-1,-18,1,5
O=C(O)c1cc(N2C(=O)CCC2=O)ccc1Cl,5,-36,-1,4,0,-3,21,7,12,6,2
O=C(NCc1cccnc1)c1cccc(S(=O)(=O)N2CCOCC2)c1,1,5,2,15,10,7,-3,6,5,13,-2
CN(C)CCNC(=S)Nc1ccccc1Cl,-7,-4,3,-7,-20,10,-7,-7,8,3,-1
C#CCOCCOCCOCCNc1nc(N2CCN(C(=O)CCCCCCCCCCNC(=O)Cn3cc(CCCCCN)nn3)CC2)nc(N2CCN(C(=O)CCCCCCCCCCNC(=O)[C@H]([C@@H](C)CC)n3cc(CCCCN=C(N)N)nn3)CC2)n1,40*,8,-11,10,.,23,3,-1,.,58*,35*
O=C(C1=C(O)C(=O)N(CCN2CCOCC2)C1c1cccnc1)c1cc2ccccc2o1 (stereo not given),2,0,-2,-2,10,-1,8,8,14,-5,-1
Cc1ccc2nc(C(F)OC(F)(F)F)[nH]c2c1 (stereo not given),-11,-12,0,2,4,7,-35,-32,-27,5,-9
CCC(=O)N1CCc2cc(Br)cc(S(=O)(=O)NCCN3CCCCC3C)c21 (stereo not given),-1,1,2,-2,-8,0,7,10,4,3,-2
Fc1ccc(-c2cn(-c3ccccc3)c3[n+]2CCS3)cc1,-7,-12,-1,22,9,16,15,14,15,-1,-2
Cc1cc(C)c(NS(=O)(=O)c2ccccc2)c(C)n1,-10,-5,23,12,-9,-14,-7,4,-18,6,-8
CC(=O)c1ccc(OCCCC(=O)NCc2nnc3ccccn23)cc1,-14,-6,-1,15,0,11,-6,3,11,3,0
CCS(=O)(=O)c1ncc(Cl)c(C(=O)Nc2ccc(S(=O)(=O)N(C)c3ccccc3)cc2)n1,55*,-88,56*,100*,17,-17,88*,-9,47,78*,99*
COCCCNC(=O)CC(NS(=O)(=O)c1ccc(C)cc1)c1ccco1 (stereo not given),-8,-3,-2,-11,0,-20,4,-7,-18,5,-4
CCOc1ccc(/C=N/Nc2cc(N3CCOCC3)nc(C)n2)c(O)c1,8,1,-2,-1,-26,24,-25,5,-24,-4,-17
COc1ccc(-c2cc(CCC(=O)N3CCN(c4cc(C)ccc4C)CC3)on2)cc1,-13,11,-2,17,12,4,35,0,-5,-1,-6
CCOC(=O)N1CCN(C(=O)CN(c2ccc(Cl)c(C(F)(F)F)c2)S(C)(=O)=O)CC1,-8,4,-1,0,-6,9,-1,7,-17,-2,-1
O=C(NCCn1cc(SCc2ccc(F)cc2)c2ccccc21)c1ccccc1F,-7,-25,14,51*,.,-4,28,15,.,-9,-3
Cc1nn(-c2ccccc2)c(C)c1/C=N/n1c(-c2ccc(C(C)(C)C)cc2)n[nH]c1=S,6,-18,0,-17,4,-13,-19,-1,17,-10,5
O=C(CSc1nnnn1C1CCCC1)NCc1ccccc1,-7,-1,0,-16,0,16,0,3,-2,-2,8
CCOCCCNCc1ccc(OCc2ccc(F)cc2)c(OC)c1,-10,-11,1,8,4,14,11,6,-7,8,2
CC1CCC(NS(=O)(=O)c2ccc(Cl)nc2)CC1 (stereo not given),-4,-28,-1,-14,6,14,-15,-12,-36,-2,-3
COC(=O)c1cc(C(=O)c2cccc(Cl)c2Cl)cn1C,6,5,2,7,9,-21,-5,3,-3,5,-2
CC1CCN(C(=O)C2CCN(S(=O)(=O)c3cccc4nsnc34)CC2)CC1,-5,18,0,1,-6,-22,15,-6,0,-2,5
COc1ccccc1N(CC(O)Cn1c2ccccc2c2ccccc21)S(=O)(=O)c1ccccc1 (stereo not given),-5,12,0,21,12,-4,12,1,9,-8,2
CCc1ccccc1NC(=S)N(Cc1cccs1)C1CCCC1,-11,4,-3,-4,1,21,-7,10,-24,-5,-45
CSc1nc2ccccc2n1CC(=O)N1CCCCC1,-14,-5,-2,-12,1,10,-10,5,7,1,-19
CN(Cc1cn(Cc2ccccc2)nc1-c1ccc2c(c1)OCO2)Cc1nccn1C,3,-14,-2,-5,-11,5,-22,6,9,6,-5
Oc1ccccc1/C=N/N1CCCCC1,5,-9,3,-58,-16,-12,28,1,4,-6,1
Cc1ccc(S(=O)(=O)N2C[C@H]3n4c(=O)ccc(=O)n4C[C@H](OC(=O)Nc4cccs4)[C@@]3(O)C2)cc1,2,11,6,-23,-2,-6,-15,37,0,35*,0
CCn1c(=O)c2c(nc(SCC(=O)NCC3CCCO3)n2C)n(C)c1=O (stereo not given),-12,15,-3,0,29,15,4,5,16,1,-2
CC(C)(O)CC[C@@H](O)[C@](C)(O)C1CC[C@@]2(O)C3=CC(=O)[C@@H]4C[C@@H](O)[C@@H](O)C[C@]4(C)C3CC[C@]12C (stereo not given in full),-4,-7,15,7,1,-6,4,-1,-39,-1,-9
Clc1cccc(CN2CCCCCC2)c1Cl,-4,-15,-6,4,15,2,-11,-21,-5,5,-12
O=C1COc2ccc(C(=O)c3ccccc3C(=O)O)cc2N1,7,-6,-2,-2,-1,7,-5,9,11,2,-5
N/C(=N\OC(=O)c1ccc(Cl)cc1Cl)c1ccc(Cl)cc1,10,-20,11,71*,6,0,67*,-4,-4,6,-16
CC(=O)N/C(=C\c1ccccc1)C(=O)OCc1cccc(S(=O)(=O)N(C)C)c1,1,2,3,21,10,4,34,24,21,-1,-4
O=C(O)COc1ccc(NC(=O)c2ccco2)cc1,-6,0,2,25,-10,-26,-5,-13,-3,10,-13
NC(=O)C1CCN(C2CC(=O)N(Cc3ccc(N4CCCC4=O)cc3)C2=O)CC1 (stereo not given),2,-13,0,-11,9,16,-13,-3,-4,2,-3
O=C(CSc1ncn[nH]1)N1N=C2/C(=C/c3ccccc3)CCCC2C1c1ccccc1 (stereo not given),5,17,1,24,3,19,-2,27,17,-5,2
CSc1[nH]c(=O)c(C(=O)O)cc1C#N,-2,-5,-7,5,2,5,-6,1,8,-3,5
CCOC(=O)Cn1c(N)c(C(=O)OC)sc1=S,3,11,-1,-2,8,-24,3,-28,-24,-13,-1
O=C(NCCc1cccc(F)c1)C1CC(O)CN1C(=O)Nc1ccccc1 (stereo not given),-6,-36,-7,12,7,-14,-2,8,-15,-9,-7

# The list is partial; count on the stated rates, not on these rows.
